DAX1 inh-1: NR0B1 (DAX1) inhibition; P51843; HEK293 Gal4-DAX1 luciferase reporter, luminescence; inhibition, % at 6.75 µM; hit rate 0.99% among 340,000; AID 504766;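 active = inhibition above the mean over all tested compounds plus 3 SD, cut at about 4.2% in these data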;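 also: 0% = DAX1-transfected cells with DMSO and 100% = empty-vector control cells with DMSO; inhibition shows as a rise in luminescence from relieved DAX1 repression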
Target sequence (P51843 207-470 limits assumed): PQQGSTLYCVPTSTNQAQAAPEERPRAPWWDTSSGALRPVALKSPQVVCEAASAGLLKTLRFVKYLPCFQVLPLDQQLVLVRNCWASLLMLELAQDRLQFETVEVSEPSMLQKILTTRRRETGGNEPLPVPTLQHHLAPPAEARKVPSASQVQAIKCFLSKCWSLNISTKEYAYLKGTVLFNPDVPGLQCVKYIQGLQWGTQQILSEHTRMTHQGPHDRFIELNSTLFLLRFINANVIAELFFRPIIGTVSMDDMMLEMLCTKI
hcDAF-12 act: activators of H. contortus DAF-12 nuclear receptor. activation, % at 6.8 µM. hit rate 1.4% among 370,000. HEK293 hcDAF-12 lit1-tk-luc reporter, luminescence; 0% DMSO, 100% Δ7-dafachronic acid;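 active = activation above the mean of all tested compounds plus 3 SD, cut at about 5.5% in these data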;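 also: 100% = response to 3 µM Δ7-dafachronic acid high control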
hgDAF12 agonist: activates the H. glycines DAF-12 receptor ligand-binding domain; HEK293 GAL4-hgDAF12 UAS-luciferase reporter, agonist luminescence; normalized to butyrate control; activation, % at 6.8 µM; hit rate 1.8% among 370,000;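 active = activation above a cutoff set at the mean of all screened compounds plus 3 SD, cut at about 10% in these data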;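 also: 0% = DMSO wells and 100% = sodium butyrate wells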
SMARCA2 act: activators of SMARCA2 function. MG213 cells, MMTV-luciferase reporter, dexamethasone, overnight. activation, % at 9.1 µM. hit rate 1% among 370,000. AID 652017; in the data active = activation above about 7.8%;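 also: 0% = vehicle wells and 100% = reference activator wells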
DAX1 inh-2: DAX1 (NR0B1) inhibition, primary screen; AID 652010; inhibition, % at 6.8 µM; hit rate 1.1% among 370,000; HEK293T StAR-luciferase reporter, SF-1/DAX-1 repression relief;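 active = inhibition above the mean over all tested compounds plus 3 SD, cut at about 3.6% in these data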;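 also: 0% = DAX-1 cells with DMSO and 100% = cells lacking DAX-1 with DMSO; higher inhibition means more luminescence from relief of DAX-1 repression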
NPR1 activator: GC-A (human) enzyme activation; P16066; HEK293 GC-A cells, cGMP TR-FRET, EC30 ANP; 0% at EC30 ANP, 100% saturating ANP; activation, % at 10 µM; hit rate 0.14% among 370,000; AID 1671463; in the data active = activation above about 40%
HGIII-sPLA2 inh: Inhibits HGIII-sPLA2 liposome hydrolysis, primary screen | hit rate 0.56% among 370,000 | AID 743126 | inhibition, % at 12.2 µM | QFRET BODIPY PC-A2 liposome hydrolysis, fluorescence;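 active = inhibition above mean plus 3 SD of compounds lying within the high and low control bounds, cut at about 19% in these data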;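 also: 0% = median of test compound wells and 100% = no enzyme DMSO wells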
Target sequence (Q9NZ20 whole entry, looked up): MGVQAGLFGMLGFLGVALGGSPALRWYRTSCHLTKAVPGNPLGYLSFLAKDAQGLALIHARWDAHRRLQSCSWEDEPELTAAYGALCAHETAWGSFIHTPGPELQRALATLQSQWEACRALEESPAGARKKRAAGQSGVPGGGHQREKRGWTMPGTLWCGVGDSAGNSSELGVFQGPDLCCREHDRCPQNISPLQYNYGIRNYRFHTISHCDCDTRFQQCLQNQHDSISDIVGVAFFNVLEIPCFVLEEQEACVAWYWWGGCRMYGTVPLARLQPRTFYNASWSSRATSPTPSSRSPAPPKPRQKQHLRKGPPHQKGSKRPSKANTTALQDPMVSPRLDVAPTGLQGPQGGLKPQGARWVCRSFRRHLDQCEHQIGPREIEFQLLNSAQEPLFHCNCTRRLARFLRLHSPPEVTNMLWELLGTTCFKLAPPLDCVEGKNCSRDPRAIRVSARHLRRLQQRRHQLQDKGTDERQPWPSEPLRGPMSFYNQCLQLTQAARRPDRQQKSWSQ
KLK7 zymogen act: activates the human kallikrein-7 zymogen; AID 652039; hit rate 0.9% among 370,000; purified proKLK7, EDANS-DABCYL substrate fluorescence; 100% is mature enzyme control, 0% vehicle; P49862; activation, % at 7 µM;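 active = activation above the mean of all tested compounds plus 3 SD, computed per campaign excluding outliers beyond control limits, cut at about 13% in these data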
Target sequence (P49862 whole entry, looked up): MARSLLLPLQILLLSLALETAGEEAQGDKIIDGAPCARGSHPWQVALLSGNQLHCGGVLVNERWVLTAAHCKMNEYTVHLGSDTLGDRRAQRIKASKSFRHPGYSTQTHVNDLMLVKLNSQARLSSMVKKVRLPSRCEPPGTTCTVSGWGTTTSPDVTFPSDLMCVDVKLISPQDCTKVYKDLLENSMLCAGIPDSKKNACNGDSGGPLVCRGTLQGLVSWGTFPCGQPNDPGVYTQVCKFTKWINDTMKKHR
NPR2 activator: GC-B (human) receptor activation. P20594. HEK293-GC-B cells, CNP EC30, cGMP TR-FRET; 0% at EC30 CNP, 100% saturating CNP. activation, % at 10 µM. hit rate 0.11% among 370,000. AID 1920062;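 active = activation at 10 µM reaching about 35% in either raw or pattern-adjusted values, limit read from the data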
GAA850 FXN act: increases GAA850 frataxin promoter reporter activity; activation, % at 6 µM; AID 540364; HEK293 lucGAA850 FXN promoter luciferase reporter, 24 h; percent of 10 µM SAHA response; hit rate 0.56% among 360,000;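 active = activation above the average of all compounds screened plus 3 SD, cutoff fixed separately per campaign, cut at about 7.5% in these data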;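 also: 0% = DMSO wells and 100% = 10 µM SAHA wells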
ssDAF-12 act: S. stercoralis DAF-12 activation, primary screen. HEK293 ssDAF-12/GRIP1 lit1-tk-luc reporter, luminescence; % of 3 µM dafachronic acid response. activation, % at 6.8 µM. hit rate 1% among 370,000;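 active = activation above the mean over all tested compounds plus 3 SD, cut at about 0.9% in these data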;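 also: 0% = DMSO-only wells and 100% = 3 µM delta7-dafachronic acid wells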
An asterisk follows results filed as active; x = no result given; & = joins results of further samples.

SMILES	DAX1 inh-1	hcDAF-12 act	hgDAF12 agonist	SMARCA2 act	DAX1 inh-2	NPR1 activator	HGIII-sPLA2 inh	KLK7 zymogen act	NPR2 activator	GAA850 FXN act	ssDAF-12 act
N#CC(c1ccc([N+](=O)[O-])cc1)C(CC(=O)c1ccccc1)c1ccccc1 (configuration not stated)	0.9	-0.4	1.1	-2	-0.9	-10	-11	0.6	-8	-1.4	-1.7
O=C(Cn1c(=S)[nH]c2ccccc2c1=O)NCCc1ccccc1	0.6	0.9	0.7	-2	0.6	-1	9	0.6	-1	-0.4	-0.5
COc1ccc(OC)c(NC(=O)CCNS(=O)(=O)c2cccc3nonc23)c1	-1.2	2.4	-0.6	2	0.1	-1	-4	-0.9	-3	0.7	-1.1
CCOc1ccc(-c2c(C(=O)N/N=C/c3cccnc3)nnn2-c2nonc2N)cc1	-0.7	-1.5	-0.8	-2	0.1	10	-9	1.4	5	0.0	-1.5
CC1CCN(Cc2cnc(Cl)s2)CC1	1.6	4.6	1.3	2	1.3	0	-3	0.7	5	-0.5	-1.3
CCc1nnc(N2C(=O)c3cccc4cccc(c34)C2=O)s1	0.1	1.8	0.1	0	1.1	0	3	-4.7	2	3.6	0.5
O=C(NC1CCCCN(Cc2cccc(C(F)(F)F)c2)C1=O)c1ccc(Cl)c(Cl)c1 (configuration not stated)	x	-2.3	-0.5	-3	-1.1	5	5	0.2	5	x	-1.6
Cc1cc(C(=O)OCC(=O)NCc2cccs2)ccc1[N+](=O)[O-]	-0.9	3.4	0.5	-1	-0.4	1	10	-0.2	1	0.5	-0.3
Cc1ccc(NC(=O)CN2CCN(CCN=CC3=C(O)CC(c4ccccc4)CC3=O)CC2)cc1 (configuration not stated)	1.5	-0.8	0.7	-1	-0.3	3	10	-0.4	-2	1.8	-1.8
COc1cccc(/C=C/C(=O)OCC(=O)NCc2ccco2)c1	-0.2	-0.8	0.9	2	-0.2	-5	-5	2.6	2	1.7	-1.5
COc1ccc(CCNC(=O)c2c(Cl)ccc(Cl)c2OC)cc1OC	-1.1	-1.5	-1.1	-2	-0.2	-4	0	-0.3	0	-2.0	-1.2
CCOCCOC(=O)c1[nH]c2c(c1C)C(=O)CC(c1cc(OC)c(OC)c(OC)c1)C2 (configuration not stated)	-5.4	-4.5	-7.2	-3	-1.5	3	-12	0.3	-6	0.6	-2.9

Overlap with the part before: 2 entries; new compounds follow.
SMILES	DAX1 inh-1	hcDAF-12 act	hgDAF12 agonist	SMARCA2 act	DAX1 inh-2	NPR1 activator	HGIII-sPLA2 inh	KLK7 zymogen act	NPR2 activator	GAA850 FXN act	ssDAF-12 act
COc1ccc(CCNC(=O)c2c(Cl)ccc(Cl)c2OC)cc1OC	-1.1	-1.5	-1.1	-2	-0.2	-4	0	-0.3	0	-2.0	-1.2
CCOCCOC(=O)c1[nH]c2c(c1C)C(=O)CC(c1cc(OC)c(OC)c(OC)c1)C2 (configuration not stated)	-5.4	-4.5	-7.2	-3	-1.5	3	-12	0.3	-6	0.6	-2.9
CCn1c(SCC(=O)NC2CCCCC2)nc2c(c1=O)SCC2	0.5	-1.4	2.1	1	-0.1	2	2	0.2	6	1.8	-0.9
CCCNC(=O)N1CCN(S(=O)(=O)c2ccc(C)cc2)CC1	-0.5	-0.2	-2.7	0	-0.3	-3	0	-0.5	0	0.0	-1.2
COc1ccc2nc(N3CCCC3)c(C#N)cc2c1	-0.2	-2.9	2.7	1	0.5	0	1	5.8	-2	1.7	0.0
Nc1nc(CSc2ncn[nH]2)nc(Nc2ccc(F)cc2)n1	0.2	0.9	2.5	-3	0.3	-1	-12	0.3	-5	3.8	-0.3
CNc1nnc(C(F)(F)F)s1	1.7	-0.4	-1.9	-3	0.2	-5	3	0.3	5	0.3	-0.7
CS(=O)(=O)c1ccc(Cl)c(NC(=O)CCN2C(=O)NC3(CCCC3)C2=O)c1	1.4	1.2	1.3	1	-0.9	0	10	0.3	0	-1.4	-0.6
Cc1ccc(S(=O)(=O)N(CC(=O)Nc2ccc(C)cc2C)C(=O)N2CCN(C)CC2)cc1	-0.1	-0.3	2.3	-1	1.2	0	8	0.6	-7	1.1	0.0
Cc1nc2cc(C(=O)NCc3ccc4c(c3)OCO4)ccc2n1-c1ccc(Br)cc1	0.4	-0.9	3.1	-5	0.7	-3	-17	-0.4	-4	1.7	-1.6
CCCOc1ccc2oc(=O)c3c(c2c1)CCCN3C(=O)CN1CCc2ccccc2C1	-0.7	-0.4	-1.1	1	-1.5	0	-13	0.0	-2	0.1	-0.7
OC[C@@H]1CN(Cc2cccc3ccccc23)C[C@H](n2cnc3c(NCc4ccco4)ncnc32)O1	x	-2.7	-3.3	2	-4.1	3	-26	-0.2	4	-6.0	-1.4
Cc1ccccc1NC(=O)C(C)OC(=O)CCC(=O)c1ccccc1 (configuration not stated)	0.1	-1.3	-1.3	0	1.9	5	-6	0.8	1	0.9	-0.7
O=[N+]([O-])c1ccc(Sc2nnnn2-c2ccccc2)nc1	x	-0.3	3.7	0	-0.7	6	1	0.6	3	x	-1.3
O=C(NCc1ccc(F)cc1)c1cc(C2CCCCN2S(=O)(=O)c2cccc3cccnc23)on1 (configuration not stated)	x	-0.3	-0.7	-1	-0.6	8	-5	0.8	7	-0.7	-1.4
O=C(NCCCNC(=O)c1cc(Cl)ccc1Cl)c1ccccn1	0.5	-0.7	1.4	0	0.1	-1	-3	0.3	-2	0.1	-1.1
O=C(Nc1ccccc1)NC1CCCCNC1=O (configuration not stated)	x	-0.2	0.9	5	-0.3	1	-5	0.2	-2	1.0	-0.5
CS(=O)(=O)c1ccc(-c2nnc(NC(=O)c3cccc(N4C(=O)CCC4=O)c3)o2)cc1	0.9	-0.8	1.2	0	2.0	1	7	0.7	2	0.8	-1.2
C[C@H]1C2CC(OC(=O)NCc3ccccc3)C(C2)[C@H]2CCCCN21 (some centres not stated)	x	-2.2	6.3	-2	-0.8	7	19	-0.1	5	x	0.3
Cc1oc2cc3c(C(=O)N4CCCCC4)c(C)oc3cc2c1C(=O)N1CCCCC1	-2.0	-1.1	-4.1	1	-1.8	0	-4	-1.0	2	-1.3	-2.0
O=C1C=CC(=O)N1N(c1ccccc1)c1ccccc1	1.5	-1.1	1.0	-1	-0.2	-23	1	0.2	-1	3.1	-1.5
Cc1ccc(C)c(Nc2c([N+](=O)[O-])c(=O)oc3ccccc23)c1	1.2	-0.6	-3.6	-5	-0.7	-3	-12	0.0	-7	-2.2	-1.9
CC(=O)c1ccc(NC(=O)c2ccc3c(c2)C(=O)N(c2ccccn2)C3=O)cc1	0.2	0.3	0.6	-2	0.3	22	9	-0.3	3	-0.2	-1.4
O=C(CCc1nnc(-c2ccsc2)o1)N1CCc2c(Cl)cccc2C1	0.6	1.6	8.4	4	-0.2	1	-5	-0.2	6	3.5	-0.9
COc1ccc(N(C(=O)c2snc(C(N)=O)c2N)C(C(=O)NC2CCCC2)c2cc(OC)ccc2OC)c(OC)c1 (configuration not stated)	-0.9	-2.2	2.7	0	0.1	-30	0	-0.5	-17	-1.7	-1.1
CCN(CC)C(=O)CN1CCN(c2ccccc2F)CC1	-0.9	-0.2	0.4	-2	1.3	2	2	0.0	2	1.7	0.0
CCOC(=O)COc1cc([N+](=O)[O-])cc2cccnc12	0.7	-0.7	-0.1	-2	0.5	1	2	0.2	4	1.2	-1.3
O=C(CSc1ccc(-c2ccco2)nn1)NC1CCCC1	-0.6	-0.7	-1.9	3	-0.7	-5	0	-0.3	2	0.7	-0.8
Cn1c2ccccc2c(=O)c2c(=O)n(Cc3ccccc3)c(-c3ccc(F)cc3)nc21	1.3	-0.1	-1.6	-2	-0.1	-1	7	-0.4	-4	0.1	-0.2
COc1ccc(S(=O)(=O)Nc2cc(C)on2)cc1OC	0.2	0.3	-1.7	-3	-0.2	1	4	-0.3	-6	1.5	-0.5
Cc1oc(-c2ccccc2Cl)nc1CS(=O)CC(=O)NCc1ccco1 (configuration not stated)	0.8	0.5	0.8	0	-0.1	5	3	-0.9	-1	0.8	-0.8
CCOCCCN(C(=O)Nc1ccc(CC)cc1)C1CCN(C(C)=O)CC1	1.9	-0.4	-1.2	1	1.2	0	-2	0.2	-2	-0.7	-1.1
CC(C)OC(=O)c1cccnc1N1CCN(c2ccc(F)cc2)CC1	-0.5	-1.1	0.7	-3	-1.4	0	2	0.5	3	-1.9	-1.8
C=CCN1[C@@H](CC(C)C)COc2cc(F)ccc2S1(=O)=O	x	2.5	-2.2	-5	0.6	1	7	-0.1	4	x	-0.8
Cc1[nH]c(=O)sc1C(=O)NCc1ccc([N+](=O)[O-])cc1	x	-0.9	0.8	0	-0.1	1	-1	0.6	-4	1.9	-1.3
COc1ccccc1NC(=O)C1CCCN(C(=O)Nc2ccc(F)cc2)C1 (configuration not stated)	-0.6	-3.2	-0.7	-1	0.0	4	-5	0.2	3	-1.2	-1.4
CCCCn1c(C(C)NC(=O)CC)nc2ccccc21 (configuration not stated)	-0.4	1.1	2.1	1	0.3	-1	5	0.0	-8	-0.8	-1.1
Nc1ccccc1SSc1ccccc1N	0.5	11*	4.0	4	-1.1	9	-3	0.2	13	3.6	-0.1
CCOC(=O)Nc1cccc(OCC(=O)Nc2ccc(OC)cc2OC)c1	-1.8	-1.1	0.8	-3	-1.4	4	1	0.1	-2	1.6	-1.3
O=S(=O)(c1ccccc1)N1CCN(c2nnnn2-c2ccccc2)CC1	-0.1	-1.6	-1.6	-6	-0.4	-1	-3	0.1	-1	0.0	-0.5
NC(=O)c1ccccc1Br	2.8	0.0	0.1	0	0.1	3	-1	0.8	2	1.6	-1.1
O=C(Nc1ccc(N2CCN(C(=O)c3ccccc3F)CC2)cc1)c1cncc(Br)c1	-0.6	-3.4	1.8	1	-1.1	1	4	-0.3	4	-6.5	-1.8
Cc1cc(C)cc(N(CCC(=O)Nc2nnc(C)s2)S(=O)(=O)c2ccc(Cl)cc2)c1	0.5	-1.5	-0.9	0	-0.3	-8	-3	-0.2	-5	-4.0	-1.4
COC(=O)c1cc(S(=O)(=O)N2CCN(c3ccccc3)CC2)c[nH]1	-0.8	-0.5	0.7	-2	-0.2	0	-4	0.0	-4	0.5	-1.3
CSCC[C@H](NC(=O)C1CCN(C(=O)[C@H](Cc2ccccc2)NS(=O)(=O)c2ccc(C)cc2)CC1)C(=O)O	0.2	1.5	-0.1	-2	-0.2	-2	7	-0.5	-2	0.1	-0.9
CCc1nnc(NC(=O)CSc2nnc3c(n2)[nH]c2ccccc23)s1	-0.4	-1.0	0.6	-2	0.1	-1	-2	0.1	-1	1.0	1.8*
COc1ccc(C2NC(=O)c3ccccc3N2)cc1COc1ccc(NC(C)=O)cc1 (configuration not stated)	x	-2.7	0.4	x	x	-3	-7	x	-7	x	-1.6
O=C1C(Cc2ccccc2)Nc2ncnc(N3CCOCC3)c2N1Cc1ccccc1 (configuration not stated)	-0.2	-2.3&-0.3	0.6&0.1	0&-1	-0.3&1.3	-3&-2	10&15	0.4&0.5	-3&0	-1.1	-1.0&-0.8
O=C(Nc1ccc(OC(=O)c2ccco2)cc1)c1ccco1	1.3	-1.3	0.6	3	0.7	6	0	-0.1	-1	3.9	-0.7
